sPLA2-III inh – human group III sPLA2 inhibitors, primary screen, biochemical, QFRET, BODIPY PC-A2 liposome substrate. 0.56% of 370,000 active. inhibition, % at 12.2 µM. QFRET BODIPY PC-A2 liposome hydrolysis, fluorescence;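 active = inhibition above mean plus 3 SD of compounds lying within the high and low control bounds, cut at about 19% in these data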;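 note: 0% = median of test compound wells and 100% = no enzyme DMSO wells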
PLC-beta3 inh – human PLC-beta3 inhibitors, primary screen, biochemical, fluorescence; 1-phosphatidylinositol 4,5-bisphosphate phosphodiesterase beta-3 (Homo sapiens), Q01970; Purified PLC-beta3, fluorogenic substrate; inhibition, % at 12.2 µM; 0.18% of 370,000 active; in the data active = inhibition above about 11%;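 note: 0% = median of compound wells on plate and 100% = full blocker control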
Tn6 DDE FP – inhibitors of Tn6 peptide binding to fibrin DD(E), primary screen, biochemical, fluorescence polarization, human fibrin, Tn6 probe; Fibrinogen beta chain (Homo sapiens), P02675; Fibrin DD(E) TRITC-Tn6 fluorescence polarization displacement; inhibition, % at 8.3 µM; 0.21% of 370,000 active; AID 720509, 2013;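 active = inhibition above a per-campaign cutoff: mean of compounds within control limits plus 3 SD, cut at about 15% in these data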;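 note: 0% = median of all compound wells on the plate and 100% = blocking peptide control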
ARFGAP1 inhibitor – inhibitors of rat ARFGAP1 GAP activity, primary screen, biochemical, fluorescence polarization, GDP tracer; Arfgap1-stimulated ARF1 GTP hydrolysis, GDP FP detection; inhibition, % at 16.5 µM; 0.26% of 360,000 active;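 active = inhibition above a per-plate limit, mean inhibition of low control wells plus 3 SD, cut at about 25% in these data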;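 note: 0% = DMSO wells with enzyme and 100% = wells lacking Arfgap1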
Target sequence (Q62848 1-136 limits assumed): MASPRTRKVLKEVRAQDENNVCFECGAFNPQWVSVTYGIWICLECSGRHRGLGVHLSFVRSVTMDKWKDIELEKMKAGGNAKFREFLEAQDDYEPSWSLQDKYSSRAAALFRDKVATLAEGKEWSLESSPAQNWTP
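Material – truncated rat Arfgap1 GAP domain · Buffer or medium – HEPES-based buffer, pH 7.5 · Reagent – human ARF1(Δ1-17)-GTP substrate · Dosing – 16.5 µM single point, 1.26% DMSO · Schedule – GTP hydrolysis reaction 2 h at 25 °C · Technique – GDP detection by fluorescence polarization · Benchmarks – No-Arfgap1 wells (100%) versus DMSO full-reaction wells (0%) · Repeats – single replicate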
Tn7 DDE FP – inhibitors of Tn7 peptide binding to fibrin DD(E), primary screen, biochemical, fluorescence polarization, human fibrin, Tn7 probe | Fibrinogen beta chain (Homo sapiens), P02675 | FP displacement of FITC-Tn7 peptide from fibrin DD(E); 0% = median of compound wells per plate | inhibition, % at 8.3 µM | 0.13% of 370,000 active | AID 720508, 2013;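 active = inhibition above the mean of compounds falling within the control limits plus 3 SD of them, cut at about 14% in these data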;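 note: 0% = plate median of compound wells and 100% = 10 µM Aha-Tn7 peptide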
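system = human fibrin DD(E) protein | quantity = DD(E) 2 µM final | medium = Tris/NaCl/CaCl2 buffer, pH 7.8 | also added = labelled Tn7 tracer, 0.1 µM | compound dosing = single point at 8.3 µM | timing = compound with protein 10 min, then 3 h after probe, room temperature | signal = FP measurement | benchmarks = Aha-Tn7 high control | repeats = one replicate per compound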
KLK7 zymogen act – proKLK7 zymogen activators, primary screen, biochemical, fluorescence intensity; Kallikrein-7 (Homo sapiens), P49862; purified proKLK7, EDANS-DABCYL substrate fluorescence; 100% is mature enzyme control, 0% vehicle; activation, % at 7 µM; 0.9% of 370,000 active; AID 652039, 2013;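 active = activation above the mean of all tested compounds plus 3 SD, computed per campaign excluding outliers beyond control limits, cut at about 13% in these data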
NR1D1 modulator – modulators of Rev-erb alpha DNA binding, primary screen, biochemical, FITC-DNA, fluorescence polarization, uHTS | Nuclear receptor subfamily 1 group D member 1 (Homo sapiens), P20393 | Rev-erbα–FITC-DNA binding, 90 min | activity, % at 10 µM | 0.79% of 370,000 active | AID 1259318, 2017;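 active = activity above about 14%, limit read from the data; passing the limit was not always enough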;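 note: 0% = DMSO wells with 35 nM protein and 100% = DMSO wells with 750 nM protein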
ASAP1 inh – inhibitors of human ASAP1 ArfGAP activity, primary screen, biochemical, fluorescence polarization; 0.19% of 360,000 active; ASAP1-stimulated ARF1 GTP hydrolysis, GDP FP detection; AID 624377, 2012; inhibition, % at 16.5 µM; in the data active = inhibition above about 25%;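 note: 0% = vehicle with enzyme and substrate and 100% = no enzyme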
UHRF1 MBD2 ctr – UHRF1 methylated DNA binding inhibitors, primary screen, counter-screen for MBD2 inhibitor project, biochemical, TR-FRET, human UHRF1, single concentration; inhibition, % at 4.4 µM; 0.75% of 370,000 active; E3 ubiquitin-protein ligase UHRF1 (Homo sapiens), Q96T88; UHRF1 binding to methylated oligo; in the data active = inhibition above about 21%;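 note: UHRF1 SRA domain binding a hemimethylated CpG hairpin DNA probe; 0% = median of test compound wells and 100% = reference inhibitor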
Target sequence (Q96T88 whole entry, looked up, the tested form may be a part): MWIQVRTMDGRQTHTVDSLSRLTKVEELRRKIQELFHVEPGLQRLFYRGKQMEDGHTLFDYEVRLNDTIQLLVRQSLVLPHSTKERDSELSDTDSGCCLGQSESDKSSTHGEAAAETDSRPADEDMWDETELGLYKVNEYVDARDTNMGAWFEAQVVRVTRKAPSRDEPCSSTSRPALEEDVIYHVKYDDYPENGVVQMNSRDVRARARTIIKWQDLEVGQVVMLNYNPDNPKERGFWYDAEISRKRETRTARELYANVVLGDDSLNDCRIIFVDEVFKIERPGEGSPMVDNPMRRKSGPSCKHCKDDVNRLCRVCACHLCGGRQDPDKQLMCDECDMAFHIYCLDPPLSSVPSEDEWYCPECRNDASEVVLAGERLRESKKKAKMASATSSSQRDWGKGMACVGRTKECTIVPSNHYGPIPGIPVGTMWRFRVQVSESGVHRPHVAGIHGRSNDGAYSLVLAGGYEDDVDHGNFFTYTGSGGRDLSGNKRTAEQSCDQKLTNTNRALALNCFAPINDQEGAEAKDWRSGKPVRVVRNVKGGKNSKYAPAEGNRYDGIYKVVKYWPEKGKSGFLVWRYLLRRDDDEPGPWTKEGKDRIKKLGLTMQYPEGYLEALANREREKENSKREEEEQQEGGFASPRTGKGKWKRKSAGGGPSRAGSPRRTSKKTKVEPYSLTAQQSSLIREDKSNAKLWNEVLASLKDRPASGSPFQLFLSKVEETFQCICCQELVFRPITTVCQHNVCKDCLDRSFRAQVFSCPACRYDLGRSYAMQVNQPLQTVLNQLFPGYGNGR
PLCg1 inh – PLC-gamma1 enzyme inhibitors, primary screen, biochemical, fluorescence, purified enzyme; 0.84% of 370,000 active; fluorogenic substrate; 1-phosphatidylinositol 4,5-bisphosphate phosphodiesterase gamma-1 (Homo sapiens), P19174; AID 720700, 2013; inhibition, % at 12.2 µM; in the data active = inhibition above about 9.5%
Active calls of the source: *.

SMILES | sPLA2-III inh | PLC-beta3 inh | Tn6 DDE FP | ARFGAP1 inhibitor | Tn7 DDE FP | KLK7 zymogen act | NR1D1 modulator | ASAP1 inh | UHRF1 MBD2 ctr | PLCg1 inh
CC(C)C1Nc2ccc(C(=O)O)cc2C2C=CCC21 (centres undefined) | -11 | -59 | -1 | 1 | -6 | 0.4 | -3 | -12 | 30* | -30
COC(=O)[C@@]1(Cc2ccccc2)C=C[C@@H](C)N1C(C)=O | 0 | -2 | -6 | 8 | -6 | -0.3 | 3 | 1 | 2 | 0
Cc1oc(-c2cc(F)cc(F)c2)nc1CN1CCN(C(=O)c2ccco2)CC1 | -2 | -12 | 9 | 4 | 7 | 0.0 | -6 | -5 | -2 | -2
Nc1ncn([C@H]2C[C@H](O)[C@@H](CO)O2)c(=O)n1 | 4 | 1 | 2 | 5 | 0 | -0.2 | -4 | 6 | 2 | -9
CCCc1nnc2n1N=C(c1ccc([N+](=O)[O-])cc1)CS2 | 1 | 0 | -2 | 2 | 1 | 0.1 | -2 | -2 | -1 | 0
O=C(c1cccc(F)c1)N1CCc2ccccc21 | -9 | 3 | -6 | 0 | -7 | 0.5 | 3 | -16 | 2 | 9
COC(=O)C1CCN(S(=O)(=O)c2c(C)n(C)c(=O)n(C)c2=O)CC1 | 14 | -3 | -3 | 1 | 4 | -0.2 | 0 | 2 | 3 | 1
CC(C)(C)NC(=O)C(c1ccncc1)n1c(=O)c(-c2ccccc2)nc2ccccc21 (centres undefined) | 8 | -188 | -1 | 13 | 8 | 8.9 | 0 | -11 | 2 | -139
O=C(NC1CCCC1)C(c1ccncc1)N(Cc1ccco1)C(=O)c1ccc(-c2ccccc2)[nH]1 (centres undefined) | -15 | -7 | -1 | 10 | 6 | -1.0 | 0 | -3 | -3 | -9
O=C(Nc1ccnn1C1CCN(Cc2ccc(F)cc2)CC1)C1CC1 | 3 | -4 | -1 | 3 | -3 | 0.3 | -2 | 4 | -1 | 1
Cc1nnc(-c2ccc(Cl)cc2)nc1NCCN(C)C | -3 | 1 | 1 | 3 | -4 | 0.3 | 1 | 3 | -1 | 2
CCCS(=O)(=O)N1CCC(C(=O)NCCCN(C)Cc2ccccc2)CC1 | -7 | 1 | 5 | 15 | -8 | -0.4 | 3 | -5 | -1 | 1
COc1ccc(CNC(=O)Oc2ccccc2)cc1Cl | 4 | -1 | 2 | -4 | 4 | -0.3 | 0 | 12 | 0 | -3
CN1CCN(S(=O)(=O)c2cccc(C#N)c2)C(c2ccccc2)C1 (centres undefined) | 4 | -5 | 3 | -5 | 5 | 0.0 | -7 | -9 | 20 | -1
O=C(CCCCCn1c(=O)[nH]c2ccsc2c1=O)NCc1cccs1 | 0 | 5 | -5 | -1 | -7 | -0.8 | -3 | 1 | 1 | 6
Cc1ccc(C2=N/C(=C\c3cccnc3)C(=O)O2)cc1 | 13 | -4 | 1 | 3 | 6 | -0.1 | 2 | -8 | 2 | 2
COc1ccc(C)cc1NS(=O)(=O)c1ccccc1 | 2 | -4 | 7 | 2 | -1 | -0.3 | -4 | 1 | 18 | 2
Cc1ccoc1C(=O)Nc1ccc2ccccc2c1 | 4 | -12 | -3 | 0 | 1 | 0.7 | -5 | -1 | 0 | 0
CCc1ccc(C2=CC(=O)CC(C)(C)C2=O)cc1 | -2 | 3 | 3 | 6 | -8 | 0.2 | 7 | -7 | 0 | 2
COc1ccc(C(=O)NC2CCN(C(=O)NC3CCCCC3)CC2)cc1 | 8 | 5 | -1 | 9 | -1 | 0.0 | 0 | 17 | 3 | 4

Taken from above:
`Nc1ncn([C@H]2C[C@H](O)[C@@H](CO)O2)c(=O)n1` in KLK7 zymogen act has -0.2
`COC(=O)C1CCN(S(=O)(=O)c2c(C)n(C)c(=O)n(C)c2=O)CC1` in ASAP1 inh has 2
`COc1ccc(CNC(=O)Oc2ccccc2)cc1Cl` in ARFGAP1 inhibitor has -4
`CC(C)C1Nc2ccc(C(=O)O)cc2C2C=CCC21` (centres undefined) in PLCg1 inh has -30

Remaining list, next part:
SMILES | sPLA2-III inh | PLC-beta3 inh | Tn6 DDE FP | ARFGAP1 inhibitor | Tn7 DDE FP | KLK7 zymogen act | NR1D1 modulator | ASAP1 inh | UHRF1 MBD2 ctr | PLCg1 inh
CCCCNC(=O)c1nc(C2CCN(S(=O)(=O)c3c(OC)cccc3OC)CC2)oc1-c1ccccc1 | -9 | -5 | 1 | 5 | 2 | 0.0 | 3 | 13 | 15 | -5
C[C@H](NC(N)=O)C(=O)Nc1ccc(N2CCOCC2)c(S(=O)(=O)Nc2ccc(Cl)cc2)c1 | -3 | -5 | -5 | -12 | 4 | -0.3 | -3 | 12 | -1 | -1
Cc1ccc(S(=O)(=O)N[C@@H](C)C(=O)OCC(=O)N2c3ccccc3NC(=O)C2(C)C)cc1 | -9 | -5 | -3 | 5 | 1 | 0.7 | 7 | 1 | -2 | 1
Fc1ccccc1NC(=S)Nn1cnnc1 | 9 | -5 | 1 | 10 | 4 | 0.1 | 4 | 7 | 1 | -1
O=C(c1ccc([N+](=O)[O-])cc1)N1CCN(C(=O)C2CCCCC2)CC1 | 9 | -8 | 4 | 5 | 6 | -0.9 | -1 | -4 | 2 | 4
COc1cccc(NC(=O)COC(=O)c2ccccc2F)c1 | 5 | -1 | -1 | -4 | -3 | 0.3 | 7 | 6 | -3 | 0
O=C1C2C3CCCC3=C3CCCC3C2C(=O)N1c1ccccc1 (centres undefined) | -7 | -19 | -5 | 7 | 2 | 0.5 | -6 | -3 | -1 | -16
CCOC(=O)Cc1csc(NC(=S)NC(=O)c2ccccc2)n1 | 8 | 4 | 2 | 9 | 2 | 0.9 | 4 | -2 | -6 | 2
CC(C)c1ccc(N(C(=O)C(F)(F)F)C(C(=O)NC2CCCCC2)c2ccncc2)cc1 (centres undefined) | 6 | 2 | -2 | -4 | 12 | -0.2 | -6 | 2 | 0 | 0
O=C(CSc1nnc(-c2ccccc2)n1-c1ccc(Cl)cc1)NC1CCS(=O)(=O)C1 (centres undefined) | -4 | 2 | 2 | 2 | -5 | -0.2 | 2 | 0 | -4 | 3
COc1ccc(Cl)cc1NC(=O)CSc1sc2c(O)cc(=O)[nH]c2c1C#N | 1 | -16 | -4 | 0 | -7 | 0.8 | -2 | 3 | 2 | -9
CCN1CCN(Cc2ccc(NC(=O)c3ccc(C)c(NC(=O)c4nccnc4N)c3)cc2C(F)(F)F)CC1 | -8 | -14 | -6 | 11 | -1 | -7.1 | -2 | -1 | -1 | -6
O=C(NCCC(=O)N1CCc2ccccc21)c1ccco1 | 1 | 0 | -3 | -3 | 6 | 0.3 | 0 | 3 | 3 | 3
CO/N=C(/c1nonc1N)N1CCN(c2ccc([N+](=O)[O-])cc2)CC1 | -4 | 2 | 10 | 12 | 4 | 0.5 | -2 | 2 | -3 | 5
CCOP(=O)(OCC)C(Nc1ccc(C)cc1)c1ccco1 (centres undefined) | 5 | 0 | 7 | -1 | -8 | 0.6 | -6 | 10 | 0 | 3
CN1CCN(S(=O)(=O)c2cccc(C(=O)Oc3ccc(Br)cc3F)c2)CC1 | 6 | 0 | -4 | -4 | -3 | -0.4 | 0 | 3 | -2 | 11*
Cn1c(SCC(=O)Nc2ccc(F)cc2)nc2c(c1=O)SCC2 | 7 | -7 | -8 | 3 | -4 | 0.0 | 4 | 10 | 0 | -1
CCC(/C=C1\Sc2ccc(OC)cc2N1CC)=C\c1sc2ccc(OC)cc2[n+]1CCCS(=O)(=O)[O-] | 7 | -4 | -3 | 24 | 1 | -0.5 | -1 | 14 | 3 | 4
CCc1ccccc1NC(=O)COC(=O)C1C2CC3OC(=O)C1C3C2 (centres undefined) | -6 | -6 | -12 | 11 | -1 | 0.3 | 5 | -3 | -2 | -1
COc1cc(/C=C2\CCn3c2nc2cc(C(=O)O)ccc2c3=O)ccc1OC(F)F | 12 | -64 | -1 | 0 | 3 | -0.1 | 1 | 2 | 5 | -45
CC(Sc1ccccc1)C(=O)NN=C1CCCCCCC1 (centres undefined) | -4 | 0 | -1 | 3 | 1 | -0.1 | -6 | -8 | 3 | 2
COc1ccccc1NC(=O)Cc1cccs1 | -4 | -1 | -6 | -1 | 7 | 0.2 | 0 | -2 | -1 | 1
COc1ccccc1CCNC(=O)CSc1nc(-c2ccco2)cc(C(F)(F)F)n1 | 7 | 0 | 3 | -1 | -3 | -0.2 | 8 | -3 | 1 | -1

An excerpt from above in order of their number in Tn6 DDE FP, falling:
molecule | sPLA2-III inh | PLC-beta3 inh | Tn6 DDE FP | ARFGAP1 inhibitor | Tn7 DDE FP | KLK7 zymogen act | NR1D1 modulator | ASAP1 inh | PLCg1 inh
COc1ccccc1CCNC(=O)CSc1nc(-c2ccco2)cc(C(F)(F)F)n1 | 7 | 0 | 3 | -1 | -3 | -0.2 | 8 | -3 | -1
CCOC(=O)Cc1csc(NC(=S)NC(=O)c2ccccc2)n1 | 8 | 4 | 2 | 9 | 2 | 0.9 | 4 | -2 | 2
Cc1nnc(-c2ccc(Cl)cc2)nc1NCCN(C)C | -3 | 1 | 1 | 3 | -4 | 0.3 | 1 | 3 | 2

Shown as a hit in PLCg1 inh, of those listed so far:
Structure	sPLA2-III inh	PLC-beta3 inh	Tn6 DDE FP	ARFGAP1 inhibitor	Tn7 DDE FP	KLK7 zymogen act	NR1D1 modulator	ASAP1 inh	PLCg1 inh
CN1CCN(S(=O)(=O)c2cccc(C(=O)Oc3ccc(Br)cc3F)c2)CC1	6	0	-4	-4	-3	-0.4	0	3	11*

Whole records from above. Values in the order: sPLA2-III inh	PLC-beta3 inh	Tn6 DDE FP	ARFGAP1 inhibitor	Tn7 DDE FP	KLK7 zymogen act	NR1D1 modulator	ASAP1 inh	UHRF1 MBD2 ctr	PLCg1 inh
Record of CC(Sc1ccccc1)C(=O)NN=C1CCCCCCC1 (centres undefined) → -4	0	-1	3	1	-0.1	-6	-8	3	2
Record of COC(=O)C1CCN(S(=O)(=O)c2c(C)n(C)c(=O)n(C)c2=O)CC1 → 14	-3	-3	1	4	-0.2	0	2	3	1
Record of COc1cc(/C=C2\CCn3c2nc2cc(C(=O)O)ccc2c3=O)ccc1OC(F)F → 12	-64	-1	0	3	-0.1	1	2	5	-45

High-throughput results as filed in PubChem.
